Source: PubChem
NPYLR7 agonist = mosquito NPYLR7 agonism; HEK293T NPYLR7/Galpha15, GCaMP6s calcium fluorescence; activation, % at 10 µM; hit rate 0.15% among 270,000; in the data active = activation above about 40%;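 note: 0% = vehicle and 100% = reference agonist at the receptor; some compounds past the cut are filed as inactive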
mcGAS inh = blocks mouse cGAS activity; recombinant cGAS, Kinase-Glo ATP depletion luminescence; inhibition, % at 12.5 µM; hit rate 0.15% among 160,000;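 note: 0% = negative control wells and 100% = reference inhibitor with no enzyme activity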
hcGAS inh = human cGAS inhibition. Q8N884. recombinant h-cGAS, ATP depletion, Kinase-Glo luminescence. inhibition, % at 12.5 µM. hit rate 0.081% among 290,000. AID 1259398;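 note: 0% = vehicle reaction and 100% = reaction without DNA for no activity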
Target sequence (Q8N884 whole entry, looked up): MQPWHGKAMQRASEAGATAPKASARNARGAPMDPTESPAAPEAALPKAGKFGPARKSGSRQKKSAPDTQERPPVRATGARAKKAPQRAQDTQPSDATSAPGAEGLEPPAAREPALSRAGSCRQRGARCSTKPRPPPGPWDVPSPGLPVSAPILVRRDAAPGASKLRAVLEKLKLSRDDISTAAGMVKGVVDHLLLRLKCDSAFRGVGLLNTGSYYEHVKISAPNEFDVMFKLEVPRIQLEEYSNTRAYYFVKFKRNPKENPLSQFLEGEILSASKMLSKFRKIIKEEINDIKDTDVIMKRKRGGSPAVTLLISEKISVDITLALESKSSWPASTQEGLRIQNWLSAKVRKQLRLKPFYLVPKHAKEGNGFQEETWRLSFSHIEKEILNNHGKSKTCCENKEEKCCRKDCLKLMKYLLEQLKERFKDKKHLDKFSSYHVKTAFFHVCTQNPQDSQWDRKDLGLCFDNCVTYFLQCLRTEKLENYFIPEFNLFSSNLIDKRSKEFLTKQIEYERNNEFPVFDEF
Starred values were filed as active, the others as inactive; . = not tested or not shown; & = joins results of further samples. Cut-off read from the data, not from the text of the source, unless noted: active = inhibition above about 40%; inactive = the rest.

The line under a structure holds: NPYLR7 agonist, hcGAS inh, mcGAS inh
> CN1CCCc2cc(C(CNC(=O)c3ccccc3)N3CCOCC3)ccc21 (configuration not stated)
 : 6.9, -1.6, .
> Clc1ccc(-c2nc(-c3ccccn3)no2)cc1
 : -0.4, -46.7, .
> COc1ccc(-c2nccn2CCN2CCCCC2)c(OC)c1OC
 : ., -6.1, -11.8
> Cc1ccc(C(C)CCNC(C)CCCC(C)(C)O)o1 (configuration not stated)
 : 1.6, -0.3, .
> C=c1ccccc1=C1NN=C(CN2CCCC3CCCC32)O1 (configuration not stated)
 : 1.2, 1.4, .
> CCCc1cnc(C)nc1N1CCC(NCCN2CCNC2=O)CC1
 : ., 37.4, -5.0
> COCCCn1cc(C(=O)N2CCN(C(=O)C(C)C)CC2)c2nn(-c3ccccc3)c(=O)c-2c1
 : 5.0, -4.6, -7.3
> Cn1c(=O)c2c(=S)nc(C(C)(C)C)[nH]c2n(C)c1=O
 : 17.7, -10.8, .
> CC(C)Nc1ncccn1
 : -2.3, -1.6, .
> CC(C)C(=O)Nc1ccc(N(C)C)c(CN(C(=O)c2ccc(F)cc2)C2CC2)c1
 : 2.3, -0.2, -5.5
> CC1C=C2C(C#N)C(=N)C(C#N)(C#N)C(c3ccc(F)cc3)C2(C)CN1C (configuration not stated)
 : 16.3, -3.9, .
> CSc1ccc(NC(=O)NCc2cc(C)on2)cc1Cl
 : 9.1, -5.5, .
> NCCSc1ccc(Br)cc1
 : 7.2, -6.0, .
> C=CCNC(=O)C(NC(=O)c1cccs1)C1CCN(C(=O)Nc2ccc(C)cc2)CC1 (configuration not stated)
 : 1.0, -3.9, -3.7
> O=C1CCc2cc(OCCn3ccc(-c4ccc(F)cc4)n3)ccc2N1
 : 10.0, -8.1, .
> CC1CCCCN1C(=O)NCc1cccnc1Oc1cccc(F)c1 (configuration not stated)
 : 1.7, 2.8, .
> COc1ccc(C(=O)Oc2cccc(-c3nc4c(C)cccn4c3NC(C)(C)CC(C)(C)C)c2)cc1
 : -0.4, 2.4, -0.5
> O=C(COc1ccc(Br)cc1F)c1ccc2c(c1)CCO2
 : 2.2, -1.2, .
> Cc1ccccc1NS(=O)(=O)CC12CCC(CC1=O)C2(C)C (configuration not stated)
 : -21.5, 0.1, .
> N#CC1(Nc2ccc(Cl)cc2)CCCCC1
 : 11.3, -3.6, .
> Cc1ccc(NC(=O)c2cc(S(=O)(=O)Nc3ccc(F)cc3)ccc2Cl)cc1
 : -14.3, -0.1, -4.2
> CN(C(=O)Cn1cccn1)C(Cc1ccccc1)C1CCN(C(=O)c2cnn(-c3ccccc3)c2)CC1 (configuration not stated)
 : 0.4, -0.6, .
> CCOC(=O)C1C(=O)C=C(c2ccco2)CC1c1cccc(OC)c1OC (configuration not stated)
 : 5.6, -3.6, -3.1
> CNC(=O)C1CN(CCOc2cccc(C)c2)c2ccccc2O1 (configuration not stated)
 : 1.1, -16.0, -8.6
> CC(C)C(=O)Nc1ccc(SCCN2CCOCC2)nn1
 : 0.9, 2.1, .
> CC(C)Cc1noc(COC(=O)c2cccc(S(=O)(=O)N3CCN(c4ccccc4)CC3)c2)n1
 : 1.1, -2.7, .
> O=C1NCC2(CCCN(C(=O)CCCCc3ccccc3)CC2)O1 (configuration not stated)
 : -2.0, 3.9, .
> CCCNC(=O)N(CCOC)Cc1nccn1Cc1cc(C)ccc1C
 : 15.5, -4.4, -5.4
> O=C(NCc1nc2ccccc2s1)C1CC(=O)N(C2CCCC2)C1 (configuration not stated)
 : 0.0, -8.0, .
> COc1ccc(-n2c(C)c(C)c(C#N)c2NC(=O)CN2CCCCC2)cc1
 : 3.0, -5.3, .
> COc1ccccc1-c1nc2cc(C)ccn2c1NC(=O)C12CC3CC(CC(C3)C1)C2
 : -14.4, -2.2, -1.4
> COc1ccc2oc(=O)c(C(=O)Nc3ccc(C(C)=O)cc3)cc2c1
 : -9.0, -5.1, -4.2
> COc1cc(CN2CCn3nc(C(=O)NCCOc4ccccc4)cc3C2=O)cc(OC)c1
 : -2.0, -5.6, -4.6
> CCn1cc(S(=O)(=O)n2c(C)nc3ccccc32)cn1
 : 2.7, -5.1, -5.7
> N[C@H](Cc1cc(I)c(Oc2ccc(O)c(I)c2)c(I)c1)C(=O)O
 : -3.6, -0.6, .
> CCN(C(=O)c1cnc2sc(C)cn2c1=O)c1ccccc1
 : 5.6, -0.4, .
> CC(C)c1nccn1CCCNC(=O)c1ccc(-c2ccsc2)nc1
 : -0.8, 2.7, .
> Cc1cc(=O)n(-c2c(C)cc(S(=O)(=O)O)cc2Cl)[nH]1
 : 0.3, -2.3, -9.3
> Cc1cc(C(=O)N2CCOC(C(F)(F)F)C2)cc2sc(N)nc12 (configuration not stated)
 : 1.1, -4.6, -13.7
> C1CCC2(CC1)NN=C1SCCN1N2
 : 5.2, 1.6, .
> CCOc1ccc(N=C2S/C(=C/c3cccnc3)C(O)=C2C(=O)OC)cc1
 : -9.4, -3.7, -2.3
> OC(CCCN1CCCCC1)(c1ccccc1)c1ccccc1
 : -0.9, -4.5, -6.1
> Cc1ccc2c(=O)c(-c3nc(-c4ccc(Cl)cc4)no3)cn(Cc3ccc(F)cc3)c2n1
 : -7.6, -4.3, .
> C=CCOCC(O)CN(Cc1ccccc1Cl)C(C)C (configuration not stated)
 : 30.6, -11.3, -6.2
> C=C(NN=c1sc2ccccc2n1C)c1ccc(C)c(C)c1
 : 5.3, -6.9, -4.5
> CN(CCCc1cnn(C)c1)Cc1ccccc1
 : -3.3, -2.2, .
> Cc1ccc(Cc2nsc(N(C)CC(=O)NC(c3ccccc3)c3ccccc3)n2)cc1
 : 13.0, -10.6, -7.0
> CC(NC(=O)Nc1cccc(Cn2cncn2)c1)C(=O)NC(C)(C)C (configuration not stated)
 : -0.2, -7.3, .
> CC1CCCCN1Cc1nc2c(c(=O)n(C)c(=O)n2C)n1Cc1ccc(Cl)cc1Cl (configuration not stated)
 : 0.4, -7.6, -7.5
> O=C1OC(c2ccc(Br)cc2)=NC1=Cc1ccco1
 : 4.9, -7.1, .

The listing continues.
The line under a structure holds: NPYLR7 agonist, hcGAS inh, mcGAS inh
> CCCCCNC(=O)C1CCCCC1C(=O)N1CCc2c([nH]c3ccccc23)C1 (configuration not stated)
 : 0.2, -6.9, -4.0
> O=C(O)C1(Cc2ccccc2Cl)CCN(c2ncnc3nc[nH]c23)CC1
 : 25.8, -7.9, .
> N[C@@H](CCC(=O)N[C@H](CSN=O)C(=O)NCC(=O)O)C(=O)O
 : 0.4, -10.9, -5.5
> COC(=O)c1ccccc1-c1cc(C)cc2c1OC(CNC(=O)C1CCC(=O)N1)C2 (configuration not stated)
 : 3.9, -5.2, .
> CCOc1ccccc1OCCN(C)C(=O)c1c(C)nc2ncccn12
 : 0.6, -2.7, .
> CC(C)CN1C(=O)C2(Nc3ccccc3C(=O)N2C2CC2)c2ccccc21 (configuration not stated)
 : 4.9, 3.5, .
> CC=CCSc1nc2c(c(=O)[nH]c(=O)n2C)n1Cc1cccc(C)c1
 : 6.4, 4.6, .
> CCCn1ccnc1CN1CCC2(CC1)C(=O)NCCCN2C
 : 16.1, -3.1, .
> CN1C(=O)CCC1CNc1nccc(CCC(F)(F)F)n1 (configuration not stated)
 : -3.7, 0.2, .
> Cc1cccc(Nc2ncnc3c2CN(C(=O)c2sc(C4COc5ccccc5O4)nc2C)CC3)c1 (configuration not stated)
 : -1.0, -0.1, -3.9
> C=CCN1CC(OC(=O)NC(C)C)CN(S(=O)(=O)c2cccs2)CC1=O (configuration not stated)
 : -1.4, 1.1, -3.9
> O=C(c1cc(=O)[nH]c2ccc(Cl)cc12)N1CCC2OCCCC2C1 (configuration not stated)
 : -0.6, -3.9, -12.6
> NS(=O)(=O)c1ccc(Cl)c(C(=O)NCC2CCCC2)c1
 : 4.2, -4.5, .
> CN1CCN(CC2(CNC(=O)c3c(O)cccc3O)CC2)CC1
 : -2.8, 2.4, -12.9
> Cc1cc(C(C)(C)C)cc(C)c1S(=O)(=O)N1CCCCC1CNC(N)=O (configuration not stated)
 : 11.3, -10.9, .
> Cc1cc(Cl)cc(Cl)c1CNC(=O)c1cncn1-c1ccc(-c2cc(C(F)(F)F)cc(C(F)(F)F)c2)cc1
 : 11.1, -2.6, -5.6
> CN(C)S(=O)(=O)c1ccc(S(=O)(=O)NC2(c3ccc(Cl)c(Cl)c3)CC2)cc1
 : 0.6, -3.0, -3.8
> Nc1nc2c(s1)CN(Cc1cc3n(n1)CCNC3)CC2
 : 7.4, -2.7, .
> COc1ccc(N2C(=O)NC3CC2(C)Oc2c(OC)cc(Br)cc23)cc1 (configuration not stated)
 : -12.5, -10.0, -8.7
> CCOC(=O)c1nn(-c2ccc(C)cc2)c(=O)cc1N1CCc2ccccc2C1
 : 8.1, -4.0, .
> CC(C)c1nnc2c(=O)n(-c3ccc(F)cc3)ccn12
 : 1.7, -6.5, -6.3
> COc1ccc(C(=O)Nc2nc(-c3ccc(C)cc3)cs2)c(OC)c1
 : -1.0, 4.6, -2.3
> CCCCN(Cc1cccn1Cc1ccc(Br)cc1)C(=O)CN(CCCOC)C(=O)NCC(=O)OCC
 : -7.0, 0.1, -2.8
> O=C1CC2(CCCC2)C(=O)N1CN1CCN(S(=O)(=O)c2ccc(F)c(F)c2)CC1
 : 5.4, -2.3, .
> CCc1cnc2c(c1SCc1ccc([N+](=O)[O-])cc1)c(=O)n(C)c(=O)n2C
 : 8.8, -9.9, -9.7
> CCS(=O)(=O)c1ccc2c(c1)N(Cc1cccc(C(F)(F)F)c1)C(=O)C(C)O2 (configuration not stated)
 : -2.6, 5.1, .
> CCOC(=O)c1c(NC(=O)c2ccoc2C)sc(C(N)=O)c1C
 : -6.7, -5.3, .
> CS(=O)(=O)N1CCCC1c1noc(CCC(=O)O)n1 (configuration not stated)
 : ., -13.7, -6.2
> COc1ccc(CNC(=O)c2c(C)noc2-c2cccc(C(F)(F)F)c2)cc1
 : 28.1, -5.0, -6.6
> O=C(Nc1ccc(Cc2nc3ccccc3s2)cc1)c1ccc(=O)[nH]n1
 : -3.0, -7.3, -14.0
> CCCCN(Cc1ccco1)C(=O)c1cn(CC)c2nc(C)ccc2c1=O
 : -0.7, -2.3, -9.1
> CC(CNC(=O)CCc1nnc(CCC2CCCCC2)o1)c1ccccc1 (configuration not stated)
 : 1.5, -6.8, -4.9
> CC(C)(C)NC(=O)Cn1nc(C2CC2)c2cnn(-c3ccc(F)cc3)c2c1=O
 : 7.3, 3.8, .
> O=C(Nn1cnc2ccccc21)c1ccc(F)cc1
 : -4.2, -4.3, -11.1
> O=c1c(-c2ccc3c(c2)OCCO3)coc2cc(O)ccc12
 : -3.1, -3.9, .
> COc1cc(OC)cc(C(=O)N2CCC3(CC2)C(=O)N(CC(=O)NCCc2ccc(OC)c(OC)c2)CN3c2ccccc2)c1
 : 26.3, -4.9, -5.0
> Clc1ccc(Cn2cccc2C2=NCCO2)cc1
 : -3.2, 2.7, .
> Cc1ccc2c(c1)[C@@H]1[C@H](CO2)CN(C)C(=O)CCN1C(=O)c1ccno1
 : -9.5, 11.6, -0.1
> CC(=O)Cn1c(=O)c2c(nc3n(Cc4ccccc4)c(C)cn23)n(C)c1=O
 : -1.1, -11.6, .
> Cc1c(CO)cccc1NC(=O)c1ccc(N2CCCC2c2ccncc2)nc1 (configuration not stated)
 : -2.5, -2.0, -2.1
> CC(C1CC1)N(CCC#N)Cc1ccc(NS(C)(=O)=O)cc1 (configuration not stated)
 : 0.1, -6.5, .
> COc1ccccc1CC(C)(C)NC(=O)CNS(C)(=O)=O
 : 0.2, 0.7, .
> CCOC(=O)C1CCc2sc(NC(=O)C3CCCN(Cc4nc(-c5cccnc5)no4)C3)nc21 (configuration not stated)
 : -0.7, -6.2, .
> CC(=O)Nc1ccc(OC(C)C(=O)Nc2cccc(C(C)=O)c2)cc1 (configuration not stated)
 : 2.7, -5.0, .
> CC(=O)N(C)C1CCN(C2CCC3(CCNCC3)CC2)C1 (configuration not stated)
 : -1.6&3.4, -4.8&-11.5, .
> COc1cc(OC)cc(-c2nnc(SCc3ccccc3C(F)(F)F)n2C2CCCCC2)c1
 : ., -11.2, -8.8
> COC(=O)c1ccccc1NC(=O)CSc1nnc(-c2cccc(F)c2)n1-c1ccccc1
 : 1.7, -1.1, -1.2
> O=C(CCn1cc(Cl)cn1)N1CC[C@@H](c2ccc3c(c2)OCO3)[C@H](O)C1
 : 16.9, -7.4, -18.1
> CCCCNC(=O)c1cn(C2CCCCC2)cc(C(=O)NCCc2ccncc2)c1=O
 : 16.2, -8.8, -8.6

Entries of single compounds as entered above. Screens in order: NPYLR7 agonist | hcGAS inh | mcGAS inh
CCOC(=O)C1CCc2sc(NC(=O)C3CCCN(Cc4nc(-c5cccnc5)no4)C3)nc21 (configuration not stated) is listed as -0.7 | -6.2 | .
COc1cc(OC)cc(-c2nnc(SCc3ccccc3C(F)(F)F)n2C2CCCCC2)c1 is listed as . | -11.2 | -8.8
CCCCNC(=O)c1cn(C2CCCCC2)cc(C(=O)NCCc2ccncc2)c1=O is listed as 16.2 | -8.8 | -8.6
COC(=O)c1ccccc1NC(=O)CSc1nnc(-c2cccc(F)c2)n1-c1ccccc1 is listed as 1.7 | -1.1 | -1.2
O=C(CCn1cc(Cl)cn1)N1CC[C@@H](c2ccc3c(c2)OCO3)[C@H](O)C1 is listed as 16.9 | -7.4 | -18.1

Not a hit list; about 0.29% have a hit in one of these screens.
